PTHR1 ag: qHTS for PTHR1 Agonists: Primary Screen; Parathyroid hormone/parathyroid hormone-related peptide receptor (Homo sapiens), Q03431; HEK293 GP2 PTHR1 cells, GloSensor cAMP luminescence, 1 h; Potency, µM (doses to about 115 µM), for the others: at the top dose activation, actives largely listed as activators; actives 0.075% (n = 410,000); AID 743266, 2014; also: potency is read from the fitted curve at half-maximal effect; nearly all actives have a fitted effect of over 55% in size; some results filed as inactive show a strong effect at the top dose; inactives centre near -15; many of its hits are not listed in these tables
Target sequence (Q03431 whole entry, looked up): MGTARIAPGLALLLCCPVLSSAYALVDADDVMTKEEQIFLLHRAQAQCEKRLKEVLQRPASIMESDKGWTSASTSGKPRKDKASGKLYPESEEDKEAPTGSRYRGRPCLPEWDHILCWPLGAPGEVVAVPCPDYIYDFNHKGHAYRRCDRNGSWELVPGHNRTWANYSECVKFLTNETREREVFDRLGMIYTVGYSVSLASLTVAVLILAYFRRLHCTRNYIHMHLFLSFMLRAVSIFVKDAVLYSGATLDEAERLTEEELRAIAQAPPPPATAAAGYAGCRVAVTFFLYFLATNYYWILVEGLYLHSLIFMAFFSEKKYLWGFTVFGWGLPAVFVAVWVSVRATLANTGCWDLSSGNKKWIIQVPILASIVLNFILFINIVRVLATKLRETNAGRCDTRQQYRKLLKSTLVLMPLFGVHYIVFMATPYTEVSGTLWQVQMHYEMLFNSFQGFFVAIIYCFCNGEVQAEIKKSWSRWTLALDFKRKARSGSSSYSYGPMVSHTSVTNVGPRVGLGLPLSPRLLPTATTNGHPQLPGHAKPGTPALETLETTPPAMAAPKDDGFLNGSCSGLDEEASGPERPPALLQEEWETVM
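HEK-293-derived GP2 cells expressing PTHR1 and a GloSensor cAMP reporter, 3,000/well, plated overnight, given luciferin plus IBMX (each 0.5 mM as added) for 1 h at 37 °C, then compound for 1 h at 37 °C. Luminescence was read after 15 min at room temperature.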
Mm-Cpn inhibitor: Inhibitors of TCP-1 ring complex (TRiC) of Methanococcus maripaludis (MmCpn): qHTS | Chaperonin Mm-Cpn (Methanococcus maripaludis) | purified Mm-Cpn ATPase, ADP Transcreener TR-FRET | Potency, µM (series often up to 76.9 µM), inactives show at the highest dose activity, negative = inhibition, hits mostly inhibitors | actives 0.031% (n = 330,000) | AID 504842, 2011; also: potency is read from the fitted curve at half-maximal effect; % is scaled to controls: 0 for no effect and ±100 for the full control effect; nearly all actives have a fitted effect of over 80% in size
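Measured: ADP formation by purified Mm-CPN. Conditions: 25 nM protein, 10 uM ATP, Tris pH 7.4 with Mg2+, K+ and DTT, 37°C for 30 min. Detection: Transcreener HTRF after 30 min at room temperature.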
GLP-1R inv ag: qHTS of GLP-1 Receptor Inverse Agonists (Inhibition Mode); Glucagon-like peptide 1 receptor (Homo sapiens), P43220; HEK293 GLP-1R CRE-luciferase, luminescence, 24 h; GLP-1R form is constitutively active; Potency, µM (titrated, usually from 38.3 µM), for inactives: top-dose activity change, negative = inhibition, most hits filed as inhibitors; actives 1.6% (n = 410,000); AID 624417, 2012; also: potency is read from the fitted curve at half-maximal effect; % is scaled to controls: 0 for no effect and ±100 for the full control effect; nearly all actives have a fitted effect of over 55% in size
Target sequence (P43220 whole entry, looked up): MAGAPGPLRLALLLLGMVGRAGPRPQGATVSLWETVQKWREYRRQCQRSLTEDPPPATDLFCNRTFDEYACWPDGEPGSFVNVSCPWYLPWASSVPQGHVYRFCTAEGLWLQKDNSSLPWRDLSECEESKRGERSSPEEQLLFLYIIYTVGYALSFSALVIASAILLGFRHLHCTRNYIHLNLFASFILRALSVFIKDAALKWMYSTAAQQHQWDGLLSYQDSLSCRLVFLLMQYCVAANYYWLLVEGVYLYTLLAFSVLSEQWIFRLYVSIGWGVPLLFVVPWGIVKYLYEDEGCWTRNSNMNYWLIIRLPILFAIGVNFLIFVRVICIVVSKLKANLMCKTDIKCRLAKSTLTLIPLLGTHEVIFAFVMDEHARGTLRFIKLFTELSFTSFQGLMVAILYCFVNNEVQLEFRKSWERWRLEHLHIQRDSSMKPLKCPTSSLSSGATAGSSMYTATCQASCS
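Stable HEK293 clone (constitutively active GLP-1R + cAMP-response luciferase); 200 cells/uL plated, 12 h pre-culture, compound 24 hr, 37 deg C/5% CO2; detection reagent 12 min RT; luminescence.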
HEK293 tox: qHTS of GLP-1 Receptor Inverse Agonists: Cytotox Screen; HEK293 cAMP-luciferase reporter cells, luminescence, 24 h; Potency, µM (titrated, usually from 38.3 µM), for the others: top-dose activity change, negative = inhibition, actives largely listed as inhibitors; actives 0.13% (n = 410,000); AID 624418, 2012;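 also: loss of luciferase light is scored as toxicity; potency is read from the fitted curve at half-maximal effect; % is scaled to controls: 0 for no effect and ±100 for the full control effect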
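Seeding density was 200 cells/uL; after overnight-length (12 h) culture, 23 nL compounds went on for 24 h at 37 °C. Readout used a luciferase detection reagent, luminescence taken after 12 min at room temperature.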
aSyn rescue: qHTS of alpha-syn Inhibitors; Yeast expressing alpha-synuclein, growth rescue, BacTiter-Glo, 24 h; Potency, µM (titrated, usually from 46.1 µM), without a hit: at the highest dose growth rescue (activation), actives largely listed as activators; actives 0.14% (n = 370,000); also: potency is read from the fitted curve at half-maximal effect; % of control where 0% means no effect; nearly all actives have a fitted effect of over 65% in size
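Rescue of yeast growth: cells expressing toxic alpha-synuclein, induced in galactose at OD600 0.02, incubated with compound 24 h at 30 C. ATP luminescence quantified growth; inhibitors of toxicity appear as activators.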
FUS yeast rescue: qHTS for Suppressors of FUS Proteinopathy: Primary screen using FUS-linked yeast assay. S. cerevisiae FUS-expressing, growth rescue, OD600, 24 h. Potency, µM (top dose mostly 76.6 µM), for inactives: at the top dose growth rescue (activation), hits mostly activators. actives 0.24% (n = 390,000);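 also: potency is read from the fitted curve at half-maximal effect; plate controls were DMSO vehicle for no effect and reference control for full effect; nearly all actives have a fitted effect of over 55% in size; some results filed as inactive show a strong effect at the top dose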
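Cultures pregrown in 2.5% raffinose medium are shifted to minimal medium containing 2% galactose to express toxic FUS. Compounds are tested at several concentrations. After 24hr at 30C, growth is quantified at 600 nm absorbance.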
TDP43 rescue: qHTS of TDP-43 Inhibitors; AID 652104, 2013; actives 1.8% (n = 410,000); TDP-43 expressing yeast growth rescue, BacTiter-Glo, 24 h; Potency, µM (series often up to 46.1 µM), for the others: at the top dose growth rescue (activation), most hits filed as activators; also: potency is read from the fitted curve at half-maximal effect; % of control where 0% means no effect; nearly all actives have a fitted effect of over 50% in size
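In this qHTS, compounds that restore growth of yeast expressing TDP-43 appear as activators. Cells (OD600=0.02, galactose medium, raffinose-pregrown) are incubated with compound 24 hr at 30 deg C and growth is quantified by BacTiter-Glo.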
pAkt inh: HTS Assay for Inhibitors of Akt Phophorylation: Primary Screen; Neuro2A IGF-stimulated pAkt S473 HTRF, 20 min; active compounds read low; activity change, % for hits at 50 µM; actives 0.32% (n = 360,000); AID 651550, 2012; in the data active = activity change below about -80%; inconclusive = mostly about -51% to -80%; also: % is scaled to controls: 0 for no effect and ±100 for the full control effect
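Single-point screen (50 µM final compound) in Neuro2A cells stimulated 20 min with 6 nM IGF at 37 deg C. After lysis, Ser473-phosphorylated Akt read by HTRF (ex 330 nm, em 615/665 nm) as the 665/615 ratio.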
Abeta yeast res: qHTS for compounds that reverse cellular toxicity of Amyloid beta (A-beta) peptide in yeast: Primary Screen; actives 0.063% (n = 410,000); yeast expressing A-beta42, growth rescue, OD600, 48 h; response scale: 0% DMSO, 100% iron-clioquinol control; Potency, µM (doses to about 46.1 µM), inactives show at the highest dose growth rescue, usual class: activators; also: potency is read from the fitted curve at half-maximal effect; nearly all actives have a fitted effect of over 55% in size
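Yeast A-beta toxicity model in growth medium with pinned compounds, 48 h at 30 C; growth read as absorbance at 600 nm. Normalized to FeCl3/clioquinol equimolar mix (positive) and DMSO (negative).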
Starred values were filed as active, the others as inactive; i = inactive; ? = inconclusive; . = no result given; [ ] = remark or other dose. Unless noted, calls follow the shape of the dose curve; as a rule, active = well fitted curve in the direction sought with a large enough effect; inconclusive = small, poorly fitted or top-dose-only effect, or another doubt; inactive = no such curve, though single readings can be large; an effect the other way counts as inactive or inconclusive. A portion of the library; the hit share may differ from the screen's.

SMILES | HEK293 tox | Abeta yeast res | aSyn rescue | GLP-1R inv ag | FUS yeast rescue | pAkt inh | TDP43 rescue | PTHR1 ag | Mm-Cpn inhibitor
Cc1cc(C)cc(N(CC(=O)N2CCc3ccccc32)S(=O)(=O)c2c(C)noc2C)c1 | 0% | 4% | -2% | -9% | -16% | i | 6% | 6% | 1%
CC(Sc1nccn1C)C(=O)Nc1ccc(Cl)cn1 (configuration not stated) | 4% | 4% | 1% | 11% | -8% | i | 1% | i | 3%
COc1ccc(NC(=O)CNC(c2ccccc2)c2ccccc2)cc1 | 4% | -7% | 7% | ? | -15% | i | 14% | -25% | 0%
CC(C)OC(=O)c1sc2nc(-c3ccccc3)ccc2c1N | 180%[activator] | 5% | 4% | ? | 15% | i | -1% | -34%[inhibitor][57.5 µM] | -1%
Cc1cc(C(=O)NNC(=O)c2cccs2)nn1C(C)(C)C | -29% | 6% | 1% | -4% | 14% | i | 2% | i | -2%
CCOC(=O)C1CCCN(C(=O)CN(c2ccc(OC)cc2)S(=O)(=O)c2c(C)noc2C)C1 (configuration not stated) | 4% | -15% | 9% | -12% | 6% | i | -22% | 7% | 0%
Cc1ccc2cc(CN(C(=O)c3cccs3)c3ccccc3)c(=O)[nH]c2c1 | 34%[activator] | -2% | -1% | 4% | 17% | i | 0% | i | 1%
CCN(CC)C(=O)Oc1cc(COC)nc(-c2ccccc2)n1 | 20% | -2% | 7% | ? | 0% | i | -5% | i | 0%
Cc1cc(Nc2ccc(F)cc2F)n2ncnc2n1 | 8% | -8% | 2% | 13% | -14% | i | 3% | 14% | 2%
COc1cc(C(=O)NCCNC(=O)c2cnccn2)cc(OC)c1OC | ? | 5% | 3% | 5% | -2% | i | 0% | i | -1%
COc1ccc(NC(=O)C2(C)Cc3c(-c4cccc(C(F)(F)F)c4)ccnc3O2)cc1OC (configuration not stated) | -25% | -3% | 18% | ? | ? | i | ? | -42%[inhibitor] | .
Cc1nn(-c2ccccc2)c(Cl)c1C(=O)Nc1ccccc1 | 3% | 5% | . | 0% | 0% | . | 11µM* | -26% | 1%
Cc1ccc(CS(=O)Cc2ccc(C(=O)N3CCN(c4cccc(C)c4C)CC3)o2)cc1 (configuration not stated) | -10% | 9% | 10% | ? | ? | i | ? | -50%[inhibitor] | .
O=C(COc1ccc2ccccc2c1)NNC(=O)Cc1ccccc1 | -17% | 4% | 1% | -23% | -11% | i | 11% | i | ?
COc1ccc(Cl)cc1NC(=O)COC(=O)CCCN1C(=O)c2ccccc2C1=O | 7% | 3% | 2% | 2% | 23% | i | 11% | -10% | 0%
CCc1noc(C)c1C(=O)NNC(=O)c1ccc(Br)cc1 | 4% | 16% | -3% | 10% | -9% | i | 26% | -5% | -8%
Cc1ccc(N(CC(O)CN2CCOCC2)S(=O)(=O)c2ccc([N+](=O)[O-])cc2)cc1 (configuration not stated) | 7% | -8% | -9% | 3% | 27% | i | -14% | ? | 0%
COc1ccc(CNCC(O)(c2ccccc2)c2ccccc2)cc1OC | -2% | 3% | -4% | ? | 9% | i | 0% | -3% | 1%
O=c1n(-c2ccccc2)c(=O)n2n1CCCC2 | -28% | 0% | 9% | -9% | 10% | i | -26% | -32%[inhibitor][57.5 µM] | 1%
COc1ccc(N2CCN(C(=O)c3ccncc3)CC2)cc1 | 6% | -7% | -3% | 2% | 13% | i | -24% | i | 0%
Cc1cnc(-c2nc3ccccc3n2C(C(=O)NC(C)(C)C)c2ccncc2)cn1 (configuration not stated) | 6% | -13% | -5% | 2% | -1% | i | -6% | -24% | .
C=CCn1cc(C(=O)NCc2cccnc2)c(=O)c2cc(S(=O)(=O)N(CC)CC)ccc21 | -13% | -10% | 1% | 46%[activator] | 9% | i | -3% | 0% | -2%
O=C(CSc1nnc(CNC(=O)c2ccco2)o1)Nc1cccc(F)c1 | 6% | 1% | -15% | 29% | 6% | i | -17% | i | 1%
Cc1ccc(C(C)(C)NC(=O)C2CCC(=O)N(CCCN3CCOCC3)C2)cc1 (configuration not stated) | 4% | -6% | -4% | 7% | 13% | i | 9% | i | -1%

Random excerpt: 3 records from the list.
SMILES | HEK293 tox | Abeta yeast res | aSyn rescue | GLP-1R inv ag | FUS yeast rescue | pAkt inh | TDP43 rescue | PTHR1 ag | Mm-Cpn inhibitor
Cc1ccc(C(C)(C)NC(=O)C2CCC(=O)N(CCCN3CCOCC3)C2)cc1 (configuration not stated) | 4% | -6% | -4% | 7% | 13% | i | 9% | i | -1%
Cc1ccc(N(CC(O)CN2CCOCC2)S(=O)(=O)c2ccc([N+](=O)[O-])cc2)cc1 (configuration not stated) | 7% | -8% | -9% | 3% | 27% | i | -14% | ? | 0%
C=CCn1cc(C(=O)NCc2cccnc2)c(=O)c2cc(S(=O)(=O)N(CC)CC)ccc21 | -13% | -10% | 1% | 46%[activator] | 9% | i | -3% | 0% | -2%

Remaining list, next part:
SMILES | HEK293 tox | Abeta yeast res | aSyn rescue | GLP-1R inv ag | FUS yeast rescue | pAkt inh | TDP43 rescue | PTHR1 ag | Mm-Cpn inhibitor
O=C1N=C(N2CCN(c3ccccc3)CC2)SC1Cc1ccccc1 (configuration not stated) | 13% | -25% | 12% | -6% | 1% | i | 26% | -24% | 0%
CCOC(=O)c1c(N)n(-c2ccc(OCC)cc2)c2nc3ccccc3nc12 | -8% | -11% | -7% | 16% | -10% | . | 16% | i | .
CCn1c(-c2cccnc2Cl)nc2cc(C)c(C)cc21 | 20% | 3% | 9% | -15% | 1% | i | 0% | 0% | -1%
C/C(=N\Nc1nccnc1Cl)c1ccc([N+](=O)[O-])cc1 | -20% | ? | 5% | 25% | -31% | i | 10% | -6%[57.5 µM] | -2%
CCC(=O)N(CC(=O)Nc1sc(C)c(C)c1C(N)=O)C1CCCC1 | 0% | -12% | -5% | 0% | -5% | i | -5% | -18% | 1%
Cc1ccc(SCc2nc(N)nc(Nc3ccccc3C)n2)cc1C | 23% | 9% | 2% | 20% | ? | i | 18µM* | -18% | -11%
NC(CSCc1ccccc1Cl)C(=O)O (configuration not stated) | -34% | -11% | 6% | 7% | -5% | i | 8% | -6% | 2%
Cc1cc(C)nc(NS(=O)(=O)c2ccc(NC(=O)c3cc(=O)c4ccccc4o3)cc2)n1 | -3% | -5% | -1% | 47%[activator] | 12% | i | 8% | i | 1%
CCOc1ccc(NC(=O)CN(C)C(=O)c2ccc(COc3ccccc3)cc2)cc1OCC | -21% | 6% | 0% | ? | . | i | ? | -18% | 1%
Cc1ccc(N(CC(=O)NCCSc2ccccn2)S(C)(=O)=O)cc1 | 9% | -16% | -2% | 16% | 24% | i | 2% | -7% | 4%
CN(C(=O)c1cnc(N2CCN(c3ncccn3)CC2)c2ccccc12)c1ccc(Cl)cc1 | -5% | ? | 11% | 2% | 11% | i | 10µM* | -2% | 0%
COc1ccc2c(c1OC)C(=O)OC2 | 1% | 15% | ? | 8% | -11% | i | 4% | i | -5%
COc1ccc(CCNC(=O)CN2C(=O)NC3(CCOc4ccccc43)C2=O)cc1 (configuration not stated) | -4% | -4% | 3% | 10% | -5% | i | -10% | i | 0%
c1ccc2sc(NC3=NCN(C4CCCCCC4)CN3)nc2c1 | 0% | 3% | -1% | 0% | -24% | i | -15% | i | 0%
CCOC1(C)OCC(=O)[C@]2(CCC3C4CCC5=CC(=O)C=CC5(C)C4C(=O)CC32C)O1 (some centres not stated) | 8% | -7% | 9% | 32%[activator] | 0% | i | -16% | i | 1%
COc1ccc(C(=O)c2[nH]c(N)c(C(=O)NCCc3c[nH]c4ccccc34)c2-c2ccc(Cl)c(F)c2)cc1 | -13% | -10% | -4% | ? | 11% | i | 26% | i | .
O=C1Nc2ccccc2C(O)(C(=O)N2CCCCC2)N1c1ccccc1 (configuration not stated) | 19% | -9%[9.22 µM] | -2% | 7% | -17% | i | -3% | ? | 2%
Cc1ncc([N+](=O)[O-])n1Cc1ccccc1 | 5% | 0% | -6% | 7% | 23% | i | -28% | i | 1%
O=C(NCCN1C(=O)S/C(=C\c2ccc(F)cc2)C1=O)c1cccc(S(=O)(=O)N2CCOCC2)c1 | -22% | 0% | -1% | ? | . | i | 0% | -17% | 0%
CC1CCCCN1CCCNc1ccc(C(CC(N)=O)NC(=O)Cc2ccc(Br)cc2)cc1[N+](=O)[O-] (configuration not stated) | 1% | -9% | -4% | 10% | -7% | i | 5% | -19% | -2%
c1cc(-c2cc3c(o2)CCCC3OCCN2CCOCC2)cs1 (configuration not stated) | 6% | 3% | 1% | 8% | -9% | i | 0% | -10% | .
O=C(CSC1=Nc2ccccc2C2=NC(Cc3ccccc3)C(=O)N12)Nc1ccccc1F (configuration not stated) | -5% | -10% | . | -7% | ? | . | -12% | i | .
CCC(C)N(C(=O)C(F)(F)F)C(C(=O)NC1CCCCC1)c1ccncc1 (configuration not stated) | 2% | 10% | -5% | 0% | 31% | i | 0% | -6%[57.5 µM] | -1%
O=c1c(-c2cccc3ccccc23)[n+]([O-])c2ccccc2n1O | -8% | -20% | -1% | -1% | 27% | i | -18% | i | -7%

Source: PubChem BioAssay (National Center for Advancing Translational Sciences (NCATS))
